HCT116 PTEN-null – growth suppressors of cells with PTEN tumor suppressor deletion; 140,000 tested, 1.2% active; viability, % at 10 µM; HCT116 PTEN-null viability, CellTiter-Glo, 60 h; hits give low values;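 active means viability at or below a set limit, 4 SD under the median of all tested compounds, cut at about 3.7% in these data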;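 further: PTEN knockout HCT116 line with beta catenin targeted HCT116 as companion control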
Measles CPE – protection of cells from measles virus; Measles virus-infected cells, CPE protection, absorbance; protection (pct of control), % at 4 µM; 140,000 tested, 1.5% active; AID 841; in the data active means protection mostly above about 24%, no sharp cut-off; inactive means mostly below about 26%; further: some compounds called inactive have numbers as strong as hits
BB579 growth dn – yeast BB579 growth reduction in restrictive medium; 140,000 tested, 0.51% active; AID 804; inhibition, % at 10 µM; S. cerevisiae BB579 growth, OD615, 48 h;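 active means inhibition above a set limit, 3 SD over the mean compound inhibition, cut at about 44% in these data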; further: inactives centre near -24
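System: Saccharomyces cerevisiae DeaD strain BB579, replicative lifespan model yeast. Buffer or medium: restrictive glucose-based CSMM-D medium. Doses: one dose, 10 µM compound with 0.25% DMSO. Timing: 4 h preincubation and 48 h exposure at 30 °C. Detection: turbidity as optical density at 615 nm. Benchmarks: amphotericin B 10 µg/mL, positive.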
E-sel TNF inh – TNF alpha driven E-selectin expression inhibition; HUVEC TNFa-induced E-selectin immunofluorescence, high content; inhibition, % at 2 µM; 120,000 tested, 0.71% active; AID 1246;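 active means inhibition above the batch mean plus 3 SD, and confirmed as a hit on visual image review, cut at about 43% in these data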;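 further: 0% = TNF-stimulated DMSO wells and 100% = unstimulated control wells; not every result past the cut was called active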
Phagocytosis inh – inhibitors of macrophage phagocytosis; J774A.1 macrophage IgG-bead phagocytosis, imaging; AID 1029; inhibition, % at 5 µM; 110,000 tested, 0.07% active;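 active means inhibition above the mean of the plate negative controls plus 5 SD, cut at about 13% in these data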;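 further: phagocytic index as fraction of beads internalized from green versus red external bead signal; plate controls were DMSO negative control for no effect and cytochalasin-D positive control for full effect; some results beyond the cut were filed as inactive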
HCT116 bCat-KO – beta-catenin-lacking colon tumor cell growth suppression; HCT116 beta-catenin knockout viability, CellTiter-Glo, 60 h; hits give low values; viability, % at 10 µM; 140,000 tested, 1.5% active; AID 818;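 active means viability at or under a set limit, the compound median less 4 SD, cut at about 6% in these data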;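 further: 0% = Hyamine 1622 control at 20 µM and 100% = untreated cell control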
GALR2 antag – blocks the human galanin receptor 2 | inhibition, % at 4 µM | GALR2-expressing cells, antagonist mode | 140,000 tested, 0.39% active | AID 828; in the data active means inhibition above about 27%;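 further: cells stimulated with galanin 1-16 at roughly its EC80; 0% = agonist challenge control and 100% = basal control without agonist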
Target sequence (O43603 whole entry, looked up): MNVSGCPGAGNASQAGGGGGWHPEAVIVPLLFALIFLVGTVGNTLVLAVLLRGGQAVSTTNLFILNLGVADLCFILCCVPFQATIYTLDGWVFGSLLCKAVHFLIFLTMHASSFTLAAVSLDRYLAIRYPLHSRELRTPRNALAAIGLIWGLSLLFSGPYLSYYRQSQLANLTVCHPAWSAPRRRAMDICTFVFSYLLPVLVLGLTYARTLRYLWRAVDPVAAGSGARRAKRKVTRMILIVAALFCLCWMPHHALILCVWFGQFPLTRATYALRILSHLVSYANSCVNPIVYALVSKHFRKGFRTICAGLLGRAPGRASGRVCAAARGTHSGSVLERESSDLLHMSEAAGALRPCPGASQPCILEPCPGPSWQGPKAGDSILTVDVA
Yeast lifespan up – extends the lifespan of yeast; AID 775; 130,000 tested, 0.68% active; S. cerevisiae growth with nicotinamide, OD615; deaD strain in restrictive glucose medium; inhibition of the nicotinamide effect, % at 10 µM;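 active means inhibition above a set limit, placed 3 SD over the median of all compounds, cut at about 26% in these data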;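 further: 0% = nicotinamide-treated wells and 100% = cells grown without nicotinamide; some compounds called inactive have numbers as strong as hits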
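assay system = DeaD-strain S. cerevisiae | buffer or medium = restrictive glucose medium | reagent = 1.5 mM nicotinamide | compound = 10 µM single point, 0.25% DMSO | incubation = 48 h compound exposure at 30 °C, humidified | signal = OD615 measurement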
NPY Y2 blocker – NPY-Y2 (human) receptor antagonism | P49146 | NPY-Y2 expressing cells, antagonist mode | inhibition, % at 2.7 µM | 140,000 tested, 0.99% active; in the data active means inhibition above about 17%;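 further: 0% = vehicle with agonist challenge and 100% = reference antagonist with challenge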
Target sequence (P49146 whole entry, looked up): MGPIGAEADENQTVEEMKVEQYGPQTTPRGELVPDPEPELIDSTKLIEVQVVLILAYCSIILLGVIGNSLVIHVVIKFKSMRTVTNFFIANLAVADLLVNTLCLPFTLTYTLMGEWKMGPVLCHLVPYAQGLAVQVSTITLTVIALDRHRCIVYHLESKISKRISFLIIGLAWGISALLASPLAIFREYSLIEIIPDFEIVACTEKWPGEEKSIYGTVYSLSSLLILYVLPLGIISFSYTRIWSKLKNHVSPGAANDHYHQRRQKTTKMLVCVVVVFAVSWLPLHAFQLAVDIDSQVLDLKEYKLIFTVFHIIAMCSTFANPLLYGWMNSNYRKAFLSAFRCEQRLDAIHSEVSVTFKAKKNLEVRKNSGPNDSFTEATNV
MRP1 act – MRP-1 activation. H69AR cells + doxorubicin, viability rescue, CellTiter-Glo. viability increase, % at 10 µM. 140,000 tested, 0.61% active. AID 799;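 active means viability gain under doxorubicin at or above a set limit, the compound median plus 3 SD, cut at about 4.7% in these data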;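 further: MRP-1 overexpressing cells given doxorubicin 25 µM after compound pretreatment; 18-22 h compound pretreatment then 72 h with doxorubicin before readout; 0% = doxorubicin-only wells and 100% = vehicle-treated cells without doxorubicin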
Active calls of the source: *; / = not tested or not shown.

1) O=C(c1ccc(Br)o1)N1CCCc2ccccc21
2) CCOC(=O)N1CCC(NC(=O)c2sc(-n3cccc3)nc2C)CC1
3) COc1cc(CNc2ccc3[nH]c(=O)[nH]c3c2)ccc1OCC(=O)NC(C)(C)C
4) O=C(CCc1ccc(S(=O)(=O)NCc2ccccc2)cc1)NCc1ccc2c(c1)OCO2
5) CC(C)c1ccc(CN2CCC(C(=O)NCc3cccnc3)CC2)cc1
6) COc1cccc(NC(=O)COC(=O)CCCc2c[nH]c3ccccc23)c1
7) CCC1S/C(=C(\C#N)C(=O)NCc2ccco2)N(c2ccc(Br)cc2)C1=O (centres undefined)
8) CN1C(=O)C(Cl)(Cl)C(=O)c2ccccc21
entry no.	1	2	3	4	5	6	7	8
HCT116 PTEN-null	100	91	100	95	94	92	101	82
Measles CPE	7	26	36	19	3	4	9	5
BB579 growth dn	-47	-34	-53	-18	-7	-51	-84	-47
E-sel TNF inh	-4	/	/	14	20	-15	16	/
Phagocytosis inh	/	-3	-1	-1	-2	4	0	-18
HCT116 bCat-KO	102	93	103	88	93	95	89	78
GALR2 antag	-6	-3	-12	-18	-3	-7	-17	14
Yeast lifespan up	/	-6	-19	-8	-5	-20	-7	47*
NPY Y2 blocker	4	2	5	13	7	9	2	5
MRP1 act	1.0	-4.3	-1.5	-0.1	-2.6	-2.9	-0.8	1.2

9) CCOC(=O)c1[nH]c2ccc(F)cc2c1NC(=O)C(C)N1CCc2cc(OC)c(OC)cc2C1 (centres undefined)
10) CCCCc1nc(N2CCOCC2)c(C#N)c2c1CCCC2
11) N#Cc1c(-c2ccccc2)nc2n(c1=O)CCS2
12) CC(C)C1=C2OC(N)=C(C#N)C(C#N)=C2C(C)CC1 (centres undefined)
13) CCOc1ccc(N2C(=O)c3ccccc3C2O)cc1 (centres undefined)
14) CCCn1nnc(NC(=O)c2cc3ccccc3o2)n1
15) Cc1ccc(S(=O)(=O)Cc2ccc(C(=O)N3CCCCCC3)o2)cc1
16) O=C(CN1C(=O)CC(c2ccco2)Sc2ccccc21)Nc1ccc2c(c1)OCCO2 (centres undefined)
entry no.	9	10	11	12	13	14	15	16
HCT116 PTEN-null	29	81	99	78	87	106	102	85
Measles CPE	2	56*	21	13	9	11	7	16
BB579 growth dn	7	15	18	-46	2	-2	-27	-28
E-sel TNF inh	-23	24	-1	/	18	-3	/	-35
Phagocytosis inh	2	0	/	1	0	0	/	-2
HCT116 bCat-KO	29	83	88	63	88	106	99	94
GALR2 antag	-3	0	3	-7	16	15	-6	7
Yeast lifespan up	-24	-26	-29	-21	-11	-8	-5	-8
NPY Y2 blocker	0	3	3	2	2	2	0	0
MRP1 act	-3.9	0.8	-2.0	-5.5	2.0	-0.4	-1.5	-3.9

17) CC1=C(C(=O)NCCN2CCN(C)CC2)C2(CCC(C)CC2)OC1=O (centres undefined)
18) O=C(NCc1cccs1)c1ccc(Cl)s1
19) CC(C)c1cc(-c2n[nH]c(=S)n2Cc2ccccc2)cs1
20) Cc1ccc(C(=O)CSc2nc3ccccc3c(=O)n2N)o1
21) COc1ccc(C)cc1S(=O)(=O)N(C)CC(=O)Nc1ccc2c(c1)OCO2
22) Cc1ccc(O)c(CNc2nc3ccccc3n2C)c1
23) Cc1cccc(NC(=S)/N=C(\N)Nc2nc(C)c3ccccc3n2)c1
24) CCn1c2ccccc2c2cc(NC(C)=O)ccc21
entry no.	17	18	19	20	21	22	23	24
HCT116 PTEN-null	94	91	98	79	95	87	65	90
Measles CPE	2	9	3	8	3	2	6	16
BB579 growth dn	-26	-29	-12	-46	-56	2	-14	-36
E-sel TNF inh	1	-2	11	-23	-22	-5	/	-8
Phagocytosis inh	-1	0	/	0	-2	-2	/	-1
HCT116 bCat-KO	96	106	89	87	88	90	66	93
GALR2 antag	6	1	-15	11	-6	12	7	9
Yeast lifespan up	-11	-12	0	-9	-8	14	-3	-13
NPY Y2 blocker	-2	0	5	2	3	-2	6	-1
MRP1 act	0.1	-0.1	-4.4	-4.8	-0.7	0.1	-3.7	1.3

25) CCOC(=O)C1=C(c2ccccc2)NC(SC)=C(C#N)C1c1cccnc1 (centres undefined)
26) CCCCN(CC)CCNc1c(N2CCN(C(=O)OCC)CC2)c(=O)c1=O
27) c1ccc(Nc2n[nH]nc2-c2ccccc2)cc1
28) CC1(C)CC(=O)C2=C(C1)N(c1ccc(F)cc1)C(=O)CC2c1ccccc1 (centres undefined)
29) O=S(=O)(c1cccc(NC(=S)NCc2ccco2)c1)N1CCOCC1
30) COc1ccccc1Nc1nc(N)nc(CN2CCN(c3ccccc3F)CC2)n1
31) O=C(Nc1ccccc1)c1ccc(S(=O)(=O)N(CCO)CCO)cc1
32) CCOC(=O)C1=C(C)C(c2ccccc2OC)NC(=S)N1 (centres undefined)
entry no.	25	26	27	28	29	30	31	32
HCT116 PTEN-null	91	103	66	105	99	94	102	94
Measles CPE	4	13	4	19	12	11	3	2
BB579 growth dn	-5	-50	-2	-66	-10	-45	-23	-6
E-sel TNF inh	4	-12	/	10	7	-36	-19	-32
Phagocytosis inh	0	-1	-1	0	-3	-1	-1	/
HCT116 bCat-KO	82	114	76	82	98	83	103	85
GALR2 antag	-3	-3	8	-7	-2	-10	-7	0
Yeast lifespan up	5	-13	-16	4	-3	-9	-7	-7
NPY Y2 blocker	2	-4	1	4	2	7	0	0
MRP1 act	-3.5	0.0	0.2	-0.9	-2.8	-1.5	-0.3	-1.4

33) CCOc1cc(/C=C(/C#N)C(=O)Nc2ccc(O)cc2)cc(Br)c1O
34) Cc1nn(CC(=O)N2N=C(C(F)F)CC2(O)C(F)F)c(C)c1[N+](=O)[O-] (centres undefined)
35) Cc1cc(C(=O)COc2ccccc2[N+](=O)[O-])c(C)n1-c1cccc(S(=O)(=O)N2CCOCC2)c1
36) CCCCNc1c(N2CCN(C(=O)OCC)CC2)c(=O)c1=O
37) Nc1nnc(Cc2ccccc2)s1
38) O=C(NCc1ccccc1Cl)c1ccc(-c2ccccc2)cc1
39) CCOc1ccc(N(CC(=O)Nc2ccc(C)c(C)c2)S(=O)(=O)c2c(C)noc2C)cc1
40) CCCCCc1nnc(NC(=O)OCCC)s1
entry no.	33	34	35	36	37	38	39	40
HCT116 PTEN-null	19	88	28	94	94	102	27	81
Measles CPE	3	17	29	3	27	9	5	0
BB579 growth dn	-3	-3	-13	-7	-22	-5	-41	-8
E-sel TNF inh	-21	/	26	/	22	-14	7	/
Phagocytosis inh	1	-3	-3	-1	-2	-1	/	0
HCT116 bCat-KO	18	97	22	99	104	93	29	81
GALR2 antag	-6	7	-3	7	-10	14	10	10
Yeast lifespan up	-2	-3	1	-10	-13	-2	0	-12
NPY Y2 blocker	3	-1	3	2	2	4	1	-1
MRP1 act	-4.6	-1.9	-3.3	-1.1	-1.0	0.3	-5.4	-0.1

41) Cc1occc1C(=O)N=Nc1c(O)[nH]c2ccc(Br)cc12
42) COc1cc(OC)cc(C(=O)N2CCC(n3c(C)nc4cc(F)ccc43)CC2)c1
43) O=C(CSc1nnnn1C1CCCC1)Nc1cccc(NC(=O)c2ccco2)c1
44) CCCCCN1CSC(=S)N(Cc2ccccc2)C1
45) Cc1[nH]c2ccccc2c1Cc1n[nH]c(=S)n1C
46) CCC(=NCc1ccco1)c1c(C(F)(F)F)[nH]n(-c2nc3ccccc3s2)c1=O
47) CCOC(=O)CSc1nc(C(C)C)nc2ccccc12
48) COCCn1c(Sc2nc(C)cs2)nc2c1c(=O)[nH]c(=O)n2C
entry no.	41	42	43	44	45	46	47	48
HCT116 PTEN-null	81	96	97	3.3*	97	96	94	99
Measles CPE	4	9	4	4	8	5	2	6
BB579 growth dn	-4	-34	-36	26	-10	-26	-27	-53
E-sel TNF inh	-7	-5	-18	/	5	1	-10	-10
Phagocytosis inh	-9	0	0	-8	/	1	0	-1
HCT116 bCat-KO	80	102	94	5.6*	106	96	91	99
GALR2 antag	5	-1	-3	6	5	-13	6	-7
Yeast lifespan up	2	-17	-5	27*	/	-2	-6	-4
NPY Y2 blocker	2	3	2	5	0	-2	3	1
MRP1 act	-4.2	-2.3	-3.2	-4.9	-2.7	-1.3	-2.0	0.1

From no. 41 as far as 44, copied from above:
41) Cc1occc1C(=O)N=Nc1c(O)[nH]c2ccc(Br)cc12
42) COc1cc(OC)cc(C(=O)N2CCC(n3c(C)nc4cc(F)ccc43)CC2)c1
43) O=C(CSc1nnnn1C1CCCC1)Nc1cccc(NC(=O)c2ccco2)c1
44) CCCCCN1CSC(=S)N(Cc2ccccc2)C1
entry no.	41	42	43	44
HCT116 PTEN-null	81	96	97	3.3*
Measles CPE	4	9	4	4
BB579 growth dn	-4	-34	-36	26
E-sel TNF inh	-7	-5	-18	/
Phagocytosis inh	-9	0	0	-8
HCT116 bCat-KO	80	102	94	5.6*
GALR2 antag	5	-1	-3	6
Yeast lifespan up	2	-17	-5	27*
NPY Y2 blocker	2	3	2	5
MRP1 act	-4.2	-2.3	-3.2	-4.9

More compounds.
49) CC(C)CCNC(=O)C1CCC(=O)N1C(C)C (centres undefined)
50) COc1cc(NC(=O)C2CCN(S(=O)(=O)c3cccc4nonc34)CC2)cc(OC)c1
51) Cc1cccc(C)c1NC(=O)CCCSc1nnnn1C
52) Cc1nnc(SCC(=O)Nc2sccc2C(N)=O)n1Cc1ccccc1
53) COc1ccccc1NC(=O)C(CC(C)C)NC(=O)C1CCCCC1 (centres undefined)
54) CC(=O)Nc1ccc(S(=O)(=O)Nc2cc(C)c(-n3nc4ccccc4n3)cc2O)cc1
55) CCNC(=S)Nc1scc(-c2ccccc2)c1C(=O)OCC
56) COc1cc(C2NC(=S)NC(c3ccccc3)=C2C(C)=O)cc(Cl)c1OCC(=O)O (centres undefined)
entry no.	49	50	51	52	53	54	55	56
HCT116 PTEN-null	107	88	94	/	71	64	94	102
Measles CPE	14	4	5	12	2	3	1	5
BB579 growth dn	-8	-60	-8	-33	-39	-30	-14	-10
E-sel TNF inh	-10	5	-3	/	-54	4	/	-16
Phagocytosis inh	1	/	-3	0	0	-2	-4	/
HCT116 bCat-KO	100	92	78	108	68	56	97	101
GALR2 antag	2	-6	5	-4	-7	-1	6	10
Yeast lifespan up	-12	-4	-12	-5	-3	-15	-1	-25
NPY Y2 blocker	1	3	1	6	10	-3	-1	2
MRP1 act	-1.2	-0.8	-2.1	-0.4	-1.2	-2.0	-1.1	-1.7

57) N#Cc1cnn(-c2ncnc3sc4c(c23)CCCC4)c1N
58) Cc1ccc(C(=O)NNC(=O)c2cccc(S(=O)(=O)N3CCN(c4ccccc4)CC3)c2)cc1
59) Cc1cccc(C(=O)N2CCC(Cc3ccccc3)CC2)c1[N+](=O)[O-]
60) CCOc1ccc(N(CC(=O)N2CC=C(c3ccccc3)CC2)S(=O)(=O)c2c(C)noc2C)cc1
entry no.	57	58	59	60
HCT116 PTEN-null	80	101	78	60
Measles CPE	4	4	4	18
BB579 growth dn	-49	-36	-43	-27
E-sel TNF inh	/	/	-19	0
Phagocytosis inh	6	-1	/	0
HCT116 bCat-KO	85	97	62	62
GALR2 antag	-11	14	2	-3
Yeast lifespan up	-20	6	3	7
NPY Y2 blocker	2	-2	2	2
MRP1 act	-4.1	1.8	-1.3	1.9

Compound activity: PubChem, several laboratories
